Screens (PubChem BioAssay)
INS promoter inh – TRM-6 insulin promoter activity inhibition. TRM-6 cells (human fetal islet line), insulin promoter-eGFP reporter, imaging; reporter expression induced with tamoxifen. inhibition, % at 2 µM. 0.9% of 130,000 active;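 active means inhibition above the mean plus 3 SD, with well images judged a real hit on visual review, cut at about 60% in these data, passing the limit was not always enough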
sdo1 growth – sdo1-depleted yeast growth rescue. S. cerevisiae sdo1-depleted JHY4D growth rescue, OD600 30 h; stronger effect = higher value; pdr5 snq2 efflux-pump mutant strain. z-score at 10 µM. AID 817. 0.21% of 140,000 active;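 active means z-score above 3 at both the 24 hr and the 30 hr optical density reads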;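 further: z-score against mean and SD of all compound wells on the same plate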
sdo1 growth Rescue 24 h – second read-out of sdo1 growth, no call of its own (marks repeat the call); z-score; S. cerevisiae sdo1-depleted JHY4D growth rescue, OD600; measured here: growth rescue at 24 h;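 0 is the plate mean of compound wells and units are plate SD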
* = called active by the depositor; i = inactive; nt = not tested or not shown.

SMILES	INS promoter inh	sdo1 growth	sdo1 growth Rescue 24 h
Clc1ccc(-c2cc(COc3ccccc3)no2)cc1Cl	nt	-1.1	-1.5
Cc1cc(=O)c2ccccc2n1CC(=O)NCc1ccccc1	37	0.26	-0.2
COc1ccc(-c2cc3ccccc3n2CC(O)CN2CCN(CCO)CC2)cc1 (stereo not drawn)	nt	-0.17	-0.64
COc1cccc(-c2nc(CS(=O)(=O)CC(=O)NCc3ccc(Cl)cc3)c(C)o2)c1	nt	-1.3	1.8
Cc1cc([N+](=O)[O-])ccc1NC(=S)NC(=O)C(c1ccccc1)c1ccccc1	-44	-1.6	-1.4
Cn1c2ccccc2c2c(C(=O)N3CCN(c4ccccn4)CC3)cn(C3CCCC3)c(=O)c21	0	-0.02	0.02
CCOC(=O)c1c(NC(=O)OC)sc(C(=O)N(CC)CC)c1C	-5	-1.1	-1.3
Cc1ccccc1OCCNc1ccc(C(F)(F)F)cc1[N+](=O)[O-]	27	-0.15	0.34
CCC(C)C(=O)Nc1nnc(-c2cccs2)s1 (stereo not drawn)	nt	-0.18	-0.38
N#CCCn1ccc(NC(=O)c2ccc(Cl)cc2)n1	61	0.4	-0.13
Cc1sc2nc(SCC(=O)N3CCCC3)[nH]c(=O)c2c1C	nt	0.82	0.7
CCc1nn2cc(C(=O)c3ccccc3O)cnc2c1-c1ccc(F)cc1	45	-1.5	-0.98
Cc1ccc(NC(=O)NCc2ccc3c(c2)OCO3)cc1	-13	0.46	-0.92
COc1cc(C2C(C#N)=C(N)Oc3c2oc(CO)cc3=O)ccc1OC(C)C (stereo not drawn)	nt	0.22	0.36
Cc1nn(-c2ccccc2)c(Cl)c1C1C(C#N)=C(N)OC2=C1C(=O)CC(C)(C)C2 (stereo not drawn)	67	-0.45	-1
CCO/N=C(/C)c1c(O)c(C)c(-c2ccccc2)n(-c2ccccc2)c1=O	58	-0.23	-0.86
CCOC(=O)N1CCN(CC(=O)Nc2sccc2C#N)CC1	17	nt	nt
Cc1ccc(-n2c(SCC(=O)N3CCOCC3)nnc2-c2cccnc2)cc1	-3	0.75	-0.25
O=C1c2ccccc2NC(c2cccc(O)c2)N1NS(=O)(=O)c1ccccc1 (stereo not drawn)	-39	nt	nt
CC(=O)N[C@@H](Cc1c[nH]c2ccccc12)C(=O)OCC(=O)NCc1ccc2c(c1)OCO2	8	nt	nt
O=C(CCN1C(=O)/C(=C/c2ccccc2)SC1=S)NNC(=O)c1cccnc1	nt	-0.46	-0.17
CCCOc1ccc(Oc2cc(C)nc(SC)n2)nn1	3	0.08	-0.26
O=C(NCCC1=CCCCC1)C1CCN(S(=O)(=O)c2cccc3cccnc23)CC1	nt	0.07	1.6
COc1ccccc1N1C(=O)C(Cl)=C(Nc2ccccc2O)C1=O	-379	nt	nt
O=C(O)c1csc(Br)c1Br	29	0.69	0.27

4 consecutive entries from above, for reference:
SMILES	INS promoter inh	sdo1 growth	sdo1 growth Rescue 24 h
CCCOc1ccc(Oc2cc(C)nc(SC)n2)nn1	3	0.08	-0.26
O=C(NCCC1=CCCCC1)C1CCN(S(=O)(=O)c2cccc3cccnc23)CC1	nt	0.07	1.6
COc1ccccc1N1C(=O)C(Cl)=C(Nc2ccccc2O)C1=O	-379	nt	nt
O=C(O)c1csc(Br)c1Br	29	0.69	0.27

The results go on.
SMILES	INS promoter inh	sdo1 growth	sdo1 growth Rescue 24 h
C/C(=N\NS(=O)(=O)c1ccc(Br)cc1)c1cccs1	4	-1.4	-1.1
CCOC(=O)C1=C(C)Nc2[nH]c(=O)[nH]c(=O)c2C1c1cccs1 (stereo not drawn)	20	0.32	-1.2
COc1ccc(C(=O)NCC(C)(C)SCc2c(C)cc(C)cc2C)cc1	-10	-1.1	0.02
CCOC(=O)c1c(C)[nH]c(C(=O)Cn2nnc(-c3ccccc3Cl)n2)c1C	36	-0.28	0.72
CCn1ncc(CN2CCCC(CNC(=O)c3ccc(F)cc3)C2)c1C (stereo not drawn)	-4	nt	nt
COc1ccc(/C=N/NC(=O)c2cc(C34CC5CC(CC(C5)C3)C4)[nH]n2)cc1O	-23	-0.41	-1.5
COc1ccc(C2(C(N)=O)CCCCC2)cc1OC	-111	1.5	2.1
O=C(c1ccc(COc2ccccc2Br)cc1)N1CCCCC1	36	-0.9	-0.24
O=c1cc(O)c2sc3nc(-c4cccnc4)cc(C(F)(F)F)c3c2[nH]1	-10	-0.25	-0.94
COc1ccc(N2CCN(C(=O)c3cn(C4CCCC4)c(=O)c4c3c3ccccc3n4C)CC2)cc1	17	-1.5	-1.2
NC(CC(=O)O)c1ccc(F)cc1 (stereo not drawn)	nt	0.56	-0.67
Cc1cc(C(=O)CSc2nnc(-c3ccccc3)n2C)c(C)n1C	58	0.41	-0.04
COc1ccc(CNCc2cc3c(C(C)(C)C)nn(-c4ccccc4)c3[nH]c2=O)cc1	-25	-1.3	-0.46
CN1CCN(CC(=O)N2c3ccccc3C(=O)Nc3cccnc32)CC1	9	-0.32	-1.4
CCOC(=O)c1ccc(NC(=O)CSc2nnc(CNC(=O)c3ccccc3F)o2)cc1	-43	0.38	-0.15
CCC(C)(C(=O)NC1CCCC1)N(Cc1cccs1)C(=O)Cc1cccs1 (stereo not drawn)	-83	-1.3	-1.3
CCOc1ccc(-c2cc(C(=O)NCC3CCCO3)c3ccccc3n2)cc1 (stereo not drawn)	33	0.07	-0.96
O=C(Nc1ccc2nsnc2c1)c1cccs1	-6	0.54	-0.34
CN1CCC(C2(O)c3ccccc3CCc3ccccc32)CC1	-43	-0.64	-1.6
O=C1OCCC1Sc1nnc(-c2ccccc2Cl)n1Cc1ccccc1 (stereo not drawn)	22	-0.15	-0.65
CCCc1ccc(-c2cc(NC(=O)CSc3nnc(N)s3)n(-c3ccccc3)n2)cc1	nt	-0.06	-1.2
O=C(NCCCN1CCOCC1)c1ccc(CSc2ccc(Cl)cc2)cc1	-58	nt	nt
O=S(=O)(NCc1cn2ccsc2n1)c1ccc2c(c1)OCCO2	-20	0.1	-0.14
Cc1csc(SCC(=O)N2CCN(S(=O)(=O)c3ccccc3)CC2)n1	-20	-0.45	-1.1
N#Cc1ccc(OCC(=O)N/N=C2\CCc3ccccc32)cc1	-26	0.03	-0.55
SMILES	INS promoter inh	sdo1 growth	sdo1 growth Rescue 24 h
O=S(=O)(Cc1cnc(Cl)s1)c1ccccc1	13	0.73	0.7
NC(=O)CSc1nnc(-c2cccnc2)n1CCc1ccccc1	nt	1.3	1.6
Cc1cc(Cl)c(S(=O)(=O)Nc2ccc3c(c2)OCO3)cc1OCC(N)=O	3	1.1	0.88
Cc1cc(C)c2[nH]c(=O)c(CN(CC3CCCO3)C(=O)c3cnccn3)cc2c1 (stereo not drawn)	nt	0.08	-0.45
O=C1CC(N2CCN(c3ccccn3)CC2)C(=O)N1CC(c1ccccc1)c1ccccc1 (stereo not drawn)	58	-1.1	-0.6
CCn1cc(C(=O)N(CCCN2CCOCC2)Cc2ccco2)c(=O)c2ccc(C)nc21	22	0.91	0.04
CCN(C(=S)NCCOC)c1cccc2ccccc12	29	nt	nt
O=C(Nc1nn[nH]n1)C12CC3CC(CC(C3)C1)C2	31	-0.08	-0.4
Cn1c(=O)oc2cc(S(=O)(=O)NCCCN3CCCC3=O)ccc21	nt	0.7	0.82
CCc1ccccc1SCc1noc(C(=O)NCC2CCCO2)c1C(=O)O (stereo not drawn)	43	0.93	0.86
CNS(=O)(=O)c1cccc(C(=O)OCc2csc(-c3ccccc3)n2)c1	-38	-1.1	-0.83
CCOC(=O)Cn1nc(-c2ccc(Cl)cc2)cc1N	-25	2.3	1.5
Cc1cc2cc(C=C(C#N)C#N)c(Cl)nc2cc1C	7	-1.5	-2
CC(C)c1nc(N2CCN(C(=O)c3ccco3)CC2)c2c3c(sc2n1)CCCC3	39	-1.6	-1.5
CCOc1ccc(CCNC(=O)CSc2nn(-c3ccc(C)c(Cl)c3)c(=S)s2)cc1OCC	nt	0.07	1
CCCCNC(NCCCC)=C(S(=O)(=O)CC)S(=O)(=O)CC	nt	0.72	1.1
N#CN=C1SCCS1	10	0.62	0.48
Clc1cc2cccnc2c2ccccc12	-15	0.34	0.2
CS/C(=N\S(=O)(=O)c1ccc(Cl)cc1)c1ccccc1	46	0.03	-0.43
O=C(CCc1ccccc1)NC1CCSC1=O (stereo not drawn)	nt	0.22	-0.43
c1coc(CN(Cc2ccco2)c2ncnc3c2oc2ccccc23)c1	0	-1.2	-0.22
CCOc1ccccc1N(CC(=O)Nc1ccccc1C(=O)NCc1ccco1)S(C)(=O)=O	-180	-0.38	-0.68
CN(C(=O)COC(=O)c1ccc([N+](=O)[O-])cc1Cl)C1CCCCC1	50	nt	nt
CCOCCCN(C(=O)Cn1nnc(-c2ccc(OC)c(OC)c2)n1)C(CC)C(=O)NC1CCCC1 (stereo not drawn)	-36	nt	nt
CCOc1ccc(CCNC(=O)C(O)c2ccccc2)cc1 (stereo not drawn)	18	0.61	1.1

Some of the entries so far, with two lines to a compound:
The line under a structure holds: INS promoter inh, sdo1 growth, sdo1 growth Rescue 24 h
CCOc1ccc(CCNC(=O)CSc2nn(-c3ccc(C)c(Cl)c3)c(=S)s2)cc1OCC
  nt, 0.07, 1
c1coc(CN(Cc2ccco2)c2ncnc3c2oc2ccccc23)c1
  0, -1.2, -0.22

(list continues)
SMILES	INS promoter inh	sdo1 growth	sdo1 growth Rescue 24 h
CCOc1ccc(-c2nc(-c3cccs3)c(CC(=O)O)s2)cc1OC	-50	nt	nt
CCOC(=O)c1nnn(-c2nonc2N)c1-c1ccc(C)cc1	-34	0.21	1.4
CC(=O)c1cn(CC(=O)Nc2ccc(C)c(C)c2)c2ccccc12	i	nt	nt
CCOC(=O)NC(=O)/C(C#N)=N\Nc1cccc(OC)c1	21	nt	nt
CCN(Cc1cc2cc(OC)ccc2[nH]c1=O)C(=O)Cc1ccc(OC)cc1	-24	0.01	-0.4
CCC(C(=O)Nc1ccc(C)cc1)c1ccccc1 (stereo not drawn)	-45	nt	nt
CCCOC(=O)c1ccc(NS(=O)(=O)c2cccs2)cc1	14	-0.67	0.06
O=C(CC1SC(N2CCCCC2)=NC1=O)Nc1cccc(C(=O)O)c1 (stereo not drawn)	30	0.31	-0.1
COc1cc(-c2noc(CCC(=O)Nc3cccnc3)n2)cc(OC)c1OC	17	1.9	2.1
O=C(C1CCCO1)N1CCN(C(=S)Nc2ccc(F)cc2)CC1 (stereo not drawn)	3	0.68	0.22
Clc1ncnc2scc(-c3ccccc3)c12	20	1.2	0.96
Cc1cc(N/N=C/c2ccccc2O)nc(-c2ccccc2O)n1	-54	-1.6	-0.33
O=S(=O)(Nc1nc2ccccc2nc1NCc1ccco1)c1ccccc1	-36	-1.6	0.15
Cc1cc(OCC(=O)NCCN2CCOCC2)ccc1Br	-19	-0.52	-0.53
CCOC(=O)c1c(NC(=O)c2ccc(Br)o2)sc(C)c1CC	0	0.33	1
COc1cc(OC)c(C(=O)Nc2ccc(N(C)C)cc2)cc1OC	-7	-0.67	-0.99
CC(=O)c1sc(NC(=O)C=C(C)C)nc1C	25	0.06	-0.18
CCCCOC(=O)CSc1nnc(-c2cc(OC)c(OC)c(OC)c2)o1	46	-0.37	-0.58
Cn1c(=O)[nH]c(=O)c2c1nc(N1CCCC1)n2CCCSc1nnnn1-c1ccccc1	-9	2.4	3.5
O=C(Nc1cc(F)cc(F)c1)c1ccc(NCCc2ccccc2)c([N+](=O)[O-])c1	-22	-0.75	-0.31
COc1ccccc1C(=O)Oc1ccc2c(c1)O/C(=C\c1ccncc1)C2=O	nt	-0.64	-1.2
CCOC(=O)c1[nH]c2c(c1-c1ccc(OC)cc1)C(=O)CC(c1ccc(OC)c(OC)c1)C2 (stereo not drawn)	-152	-0.27	-0.78
COC(=O)c1ccc2nc(NC(=O)C(C)C)sc2c1	45	nt	nt
CC(NC(=O)c1ccc(C23CC4CC(CC(C4)C2)C3)cc1)C(=O)O (stereo not drawn)	7	nt	nt
CC1CCCN(C(C(=O)NC2CCCCC2)c2cc3c(cc2[N+](=O)[O-])OCO3)C1 (stereo not drawn)	-7	-0.97	-0.21
CC1CCN(c2nncc3ccccc23)CC1	nt	-0.2	-0.97
COCCNC(=O)CCCn1c(=O)c2cc(OC)c(OC)cc2n(CC(=O)Nc2ccc(F)cc2)c1=O	25	nt	nt
CCN(CC)S(=O)(=O)c1cccc(NC(=O)COC(=O)CCC(=O)c2cccs2)c1	-14	nt	nt
CCN1CC(c2ccccc2)C(c2ccc(Cl)cc2)=N1 (stereo not drawn)	28	-0.51	-0.5

Compounds from the list above that contain a cyano group, in the order listed:
SMILES	INS promoter inh	sdo1 growth	sdo1 growth Rescue 24 h
N#CCCn1ccc(NC(=O)c2ccc(Cl)cc2)n1	61	0.4	-0.13
COc1cc(C2C(C#N)=C(N)Oc3c2oc(CO)cc3=O)ccc1OC(C)C (stereo not drawn)	nt	0.22	0.36
Cc1nn(-c2ccccc2)c(Cl)c1C1C(C#N)=C(N)OC2=C1C(=O)CC(C)(C)C2 (stereo not drawn)	67	-0.45	-1
CCOC(=O)N1CCN(CC(=O)Nc2sccc2C#N)CC1	17	nt	nt
N#Cc1ccc(OCC(=O)N/N=C2\CCc3ccccc32)cc1	-26	0.03	-0.55
Cc1cc2cc(C=C(C#N)C#N)c(Cl)nc2cc1C	7	-1.5	-2
N#CN=C1SCCS1	10	0.62	0.48
CCOC(=O)NC(=O)/C(C#N)=N\Nc1cccc(OC)c1	21	nt	nt
